TSG101-PTAP inh: qHTS Validation Assay for Inhibitors of HIV-1 Budding by Blocking the Interaction of PTAP/TSG101: Sytravon Library Screen. Tumor susceptibility gene 101 protein (Homo sapiens), Q99816. 44,000 tested, under 10 active. Fluorescence polarization, FITC-PTAP peptide/Tsg101, 20 min. Potency, µM (series often up to 115 µM), without a hit: at the top dose activity change, negative = inhibition, usual class: inhibitors; further: potency means the concentration at half of the fitted maximal effect; 0% is about no effect
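Steps: Tsg101 binding domain (10 uM final) in HEPES pH 7.5/NaCl/Tween 20/EDTA/TCEP; add compound; add FITC-PTAP peptide (50 nM final); incubate 20 min r.t.; read polarization.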
NTMT1 inhibitor: Primary qHTS for Inhibitors of N-terminal methyltransferase 1 (NTMT1): MTaseGlo Assay. AID 1645870, 2021. 2.5% of 59,000 active. NTMT1 MTase-Glo SAH luminescence, purified enzyme. N-terminal Xaa-Pro-Lys N-methyltransferase 1 (Homo sapiens), Q9BV86. Potency, µM (titrated, usually from 114 µM), for the others: at the highest dose activity change, negative = inhibition, hits mostly inhibitors;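 further: potency means the concentration at half of the fitted maximal effect; plate controls were DMSO vehicle for no effect and no enzyme for full effect; nearly all actives have a fitted effect of over 65% in size; many of its hits are not listed in these tables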
p53null 32C tox: qHTS Screen for Compounds that Selectively Target Cancer Cells with p53 Mutations: Cytotoxicity of p53 Null Cells at the Permissive Temperature. Potency, µM (doses to about 46.1 µM), for the others: at the highest dose activity change, negative = cytotoxicity, usual class: cytotoxic. 0.62% of 55,000 active. H1299-neo p53 null cells, ATP luminescence, 24 h, 32C;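 further: potency means the concentration at half of the fitted maximal effect; 0% = DMSO only and -100% = full killing by 100 µM tamoxifen; nearly all actives have a fitted effect of over 55% in size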
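We seeded p53-null H1299-neo cells, incubated them overnight at 37C, and added compounds across a range up to 46 uM. After 24 hours at 32C, ATP reagent was applied for 20 min at room temperature and luminescence recorded.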
p53null 39C tox: qHTS Screen for Compounds that Selectively Target Cancer Cells with p53 Mutations: Cytotoxicity of p53 Null Cells at the Nonpermissive Temperature | 0.97% of 55,000 active | AID 904, 2007 | Potency, µM (titrated, usually from 46.1 µM), inactives show at the top dose activity, negative = cell killing, usual class: cytotoxic | H1299 p53-null (neo) cells, 39C, ATPlite viability, 24 h;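 further: potency means the concentration at half of the fitted maximal effect; 0% = DMSO only and -100% = full killing by 100 µM tamoxifen; nearly all actives have a fitted effect of over 50% in size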
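Luminescent ATP signal reported cell survival after H1299 lines (neo, p53 null; or p53 A138V) received up to 46 uM compound and 24 hr incubation at 39C.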
B2AR arrestin ag: qHTS assay of beta-arrestin-biased ligands of beta2-adrenergic receptor: NCGC Sytravon Library Screen; 44,000 tested, under 10 active; HTLA Tango cells, beta-arrestin recruitment, luciferase luminescence, 18 h; AID 1347077, 2019; Beta-2 adrenergic receptor (Homo sapiens), P07550; Potency, µM (series often up to 46.1 µM), without a hit: at the highest dose activation, most hits filed as activators;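 further: potency means the concentration at half of the fitted maximal effect; 0% = DMSO and full agonism = EC100 isoproterenol or metaproterenol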
Target sequence (P07550 whole entry, looked up): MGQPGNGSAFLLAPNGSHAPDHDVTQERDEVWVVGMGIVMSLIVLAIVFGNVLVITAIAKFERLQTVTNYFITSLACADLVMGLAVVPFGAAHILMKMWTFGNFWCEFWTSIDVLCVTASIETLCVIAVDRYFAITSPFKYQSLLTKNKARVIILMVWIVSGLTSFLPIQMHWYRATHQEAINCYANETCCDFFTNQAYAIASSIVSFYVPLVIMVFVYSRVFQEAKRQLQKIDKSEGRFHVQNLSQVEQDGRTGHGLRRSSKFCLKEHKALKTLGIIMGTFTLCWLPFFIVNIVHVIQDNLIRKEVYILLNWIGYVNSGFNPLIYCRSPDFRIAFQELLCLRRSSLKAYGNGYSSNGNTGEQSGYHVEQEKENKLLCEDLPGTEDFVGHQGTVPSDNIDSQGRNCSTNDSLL
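First, Tango cells carrying beta2-AR and beta-arrestin fusions received compound up to 46 microM. After 18 hr at 37 degrees C, luciferase substrate was added for 15 minutes, then luminescence gave %Activity for curve fitting.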
GALK inhibitor: qHTS Assay for Inhibitors of Human Galactokinase (GALK): NCGC Sytravon Library Screen; recombinant GALK, Kinase-Glo ATP luminescence, 1 h; 44,000 tested, under 10 active; AID 1347072, 2019; Potency, µM (series often up to 57.5 µM), for inactives: at the highest dose activity, negative = inhibition, usual class: inhibitors; P51570;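 further: plate controls were full GALK reaction for no effect and reaction lacking GALK for full effect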
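Luminescent ATP-depletion readout (Kinase-Glo Plus, 10 min) after 1 h RT reaction of 5 nM GALK, 35 uM ATP, 100 uM galactose, pH 8.0 HEPES buffer. Decreased kinase activity scored as inhibition.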
FH mod: Identification of activators of human fumarate hydratase by quantitative high-throughput screening; Fumarate hydratase, mitochondrial (Homo sapiens), P07954; FH coupled MDH/diaphorase resazurin fluorescence, 15 min; Potency, µM (top dose mostly 79.9 µM), without a hit: at the highest dose activity change, negative = inhibition, hits mostly inhibitors; 0.22% of 54,000 active; AID 1347055, 2019; further: potency means the concentration at half of the fitted maximal effect; on the % scale 0 is the no-effect control and ±100 the full control effect; the screen sought activators but most active calls are inhibition curves; nearly all actives have a fitted effect of over 45% in size
Target sequence (P07954 whole entry, looked up): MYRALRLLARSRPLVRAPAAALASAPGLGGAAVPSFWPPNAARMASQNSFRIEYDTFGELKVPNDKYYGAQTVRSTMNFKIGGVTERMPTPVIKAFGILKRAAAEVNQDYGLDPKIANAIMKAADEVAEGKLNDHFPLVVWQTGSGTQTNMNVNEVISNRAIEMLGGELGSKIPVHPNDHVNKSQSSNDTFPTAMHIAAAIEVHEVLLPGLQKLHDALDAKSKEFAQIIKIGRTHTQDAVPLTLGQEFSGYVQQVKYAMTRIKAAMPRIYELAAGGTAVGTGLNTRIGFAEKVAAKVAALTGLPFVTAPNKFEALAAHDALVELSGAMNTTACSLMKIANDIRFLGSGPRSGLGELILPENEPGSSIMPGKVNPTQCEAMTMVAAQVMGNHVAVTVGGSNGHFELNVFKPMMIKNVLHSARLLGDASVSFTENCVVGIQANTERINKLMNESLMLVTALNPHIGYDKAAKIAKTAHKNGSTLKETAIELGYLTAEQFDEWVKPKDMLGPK
Starred values were filed as active, the others as inactive; ? = inconclusive; . = no result given; [ ] = remark or other dose. The call rests on the fitted dose curve; in most records, active means well fitted curve in the direction sought with a large enough effect; inconclusive means small, poorly fitted or top-dose-only effect, or another doubt; inactive means no such curve, though single readings can be large; an effect the other way counts as inactive or inconclusive. This is a subset; the hit share may differ from the screen's.

SMILES | TSG101-PTAP inh | NTMT1 inhibitor | p53null 32C tox | p53null 39C tox | B2AR arrestin ag | GALK inhibitor | FH mod
CCCC(CCC)C(=O)NC1CC(=O)N(c2ccc3c(c2)OCCO3)C1 (configuration not stated) | 0% | 0% | 1% | 7% | -3% | -1% | 4%
CC(=O)c1ccc(NC(=O)CC2Sc3ccccc3NC2=O)cc1 (configuration not stated) | -5% | -8% | 6% | -6% | 1% | 0% | 6%
COc1cccc(C(=O)Nc2ccc3nc(SCC(=O)N(C)c4ccccc4)sc3c2)c1 | -5% | 11% | -7% | -8% | -3% | -5% | -12%
O=C(Nc1ccccc1C(F)(F)F)c1ncoc1-c1ccco1 | -1% | 18% | -2% | 10% | -1% | 5% | -13%
COCCc1nn2c(=O)cc(COC(=O)c3ccco3)nc2s1 | -3% | -1% | -3% | 6% | 0% | ? | 40%
O=C(CSc1oc(-c2ccccc2)nc1S(=O)(=O)c1ccc(Br)cc1)NC1CCCCC1 | 0% | -2% | 0% | 1% | 1% | 1% | 2%
Cc1cc(-c2ccc(C)c(S(=O)(=O)N3CCC(C)CC3)c2)on1 | -7% | 9% | 9% | 10% | 0% | -1% | -16%
CCOc1ccc(CNC(=O)c2oc3c(c2C)-c2nn(Cc4cccc(Cl)c4)cc2CC3)cc1 | -2% | 14% | 3% | -2% | 0% | 2% | -31%
COc1ccc(C(=O)N2c3ccccc3C(C)(c3ccc(Cl)cc3)CC2(C)C)cc1 (configuration not stated) | -1% | 1% | 13% | 21% | -1% | -15% | -13%
CCOC(=O)c1cc(-c2ccccc2)n(CCC(=O)Nc2ccc(C)cc2Cl)c1C | -7% | -7% | -2% | 18% | -2% | -1% | -24%
CCOCc1cc(CN2CCN(c3cccc(C(F)(F)F)c3)CC2)c(O)c2ncccc12 | -1% | 11% | ? | ? | ? | 1% | 16%
CCC(=O)N1CCc2cc(S(=O)(=O)NC(Cc3ccccc3)C(=O)NCc3cccc(OC)c3)ccc21 (configuration not stated) | 0% | ? | 6% | 11% | 0% | 0% | 1%
COc1ccc(OC)c(C2CC(=O)Nc3c2c(=O)n(C)c2ncnn32)c1 (configuration not stated) | 0% | 15% | 2% | -21% | 0% | ? | -4%
COCCNC(=O)Cn1c(=O)n(Cc2ccc(C(=O)NCCc3ccc(OC)c(OC)c3)cc2)c(=O)c2ccccc21 | -9% | 7% | 10% | -12% | -2% | 1% | -4%
CCn1c(=N)c(C(=O)NC2CCCCC2)cc2c(=O)n3cccc(C)c3nc21 | -2% | 1% | 3% | -6% | 1% | 0% | 0%
Cc1csc2nc(-c3ccc(NS(=O)(=O)c4cc(F)ccc4F)cc3)cn12 | -3% | 11% | -8% | -11% | 0% | -1% | -9%
Cc1ccccc1NC(=O)N1CCc2cc(S(=O)(=O)N3CCC(C)CC3)ccc21 | -1% | 3% | -3% | 5% | 0% | -1% | 0%
Cc1nc2ccn(Cc3cccnc3)c(=O)c2cc1C(=O)NCc1ccc(Cl)cc1 | -2% | 5% | 21% | -10% | 1% | 0% | 11%
Cc1c(NC(=O)c2cc([N+](=O)[O-])ccc2N2CCOCC2)cccc1-c1nc2ccccc2o1 | -8% | 6% | 7% | -23% | -1% | 8% | -19%
O=C(Cn1nc(-c2ccccc2)c2cnc3ccccc3c21)Nc1ccccc1 | 1% | 1% | 0% | 25% | 1% | 0% | 3%
COc1ccc(-c2noc(CSCC(=O)Nc3ccc(C)cc3Br)n2)cc1OC | 1% | 8% | -5% | -9% | 0% | 1% | -7%
CCCn1c(=O)c2sccc2n2c(CCCC(=O)Nc3ccccc3F)nnc12 | -7% | -6% | 2% | -11% | -1% | 3% | -4%
COc1ccc(C(CNC(=O)c2oc3cc(C)c(Cl)cc3c2C)N2CCCCC2)cc1 (configuration not stated) | -1% | -2% | 3% | -12% | -2% | -11% | 8%
CCCCOc1ccc(C(=O)NCC(c2ccc(Cl)cc2)N2CCOCC2)cc1 (configuration not stated) | -5% | 4% | -4% | 91%[activator] | -4% | 4% | -17%
Cc1ccccc1C(=O)NCC(c1ccc(N(C)C)cc1)N1CCCC1 (configuration not stated) | -8% | -10% | -5% | 12% | 0% | 0% | 2%

Quoted at random: 5 entries already listed
SMILES | TSG101-PTAP inh | NTMT1 inhibitor | p53null 32C tox | p53null 39C tox | B2AR arrestin ag | GALK inhibitor | FH mod
COc1ccc(-c2noc(CSCC(=O)Nc3ccc(C)cc3Br)n2)cc1OC | 1% | 8% | -5% | -9% | 0% | 1% | -7%
COc1ccc(C(=O)N2c3ccccc3C(C)(c3ccc(Cl)cc3)CC2(C)C)cc1 (configuration not stated) | -1% | 1% | 13% | 21% | -1% | -15% | -13%
CCOCc1cc(CN2CCN(c3cccc(C(F)(F)F)c3)CC2)c(O)c2ncccc12 | -1% | 11% | ? | ? | ? | 1% | 16%
Cc1ccccc1NC(=O)N1CCc2cc(S(=O)(=O)N3CCC(C)CC3)ccc21 | -1% | 3% | -3% | 5% | 0% | -1% | 0%
CCOc1ccc(CNC(=O)c2oc3c(c2C)-c2nn(Cc4cccc(Cl)c4)cc2CC3)cc1 | -2% | 14% | 3% | -2% | 0% | 2% | -31%

Molecules above containing an aryl thioether with sulfur outside any ring (2):
SMILES | TSG101-PTAP inh | NTMT1 inhibitor | p53null 32C tox | p53null 39C tox | B2AR arrestin ag | GALK inhibitor | FH mod
COc1cccc(C(=O)Nc2ccc3nc(SCC(=O)N(C)c4ccccc4)sc3c2)c1 | -5% | 11% | -7% | -8% | -3% | -5% | -12%
O=C(CSc1oc(-c2ccccc2)nc1S(=O)(=O)c1ccc(Br)cc1)NC1CCCCC1 | 0% | -2% | 0% | 1% | 1% | 1% | 2%

(more compounds)
SMILES | TSG101-PTAP inh | NTMT1 inhibitor | p53null 32C tox | p53null 39C tox | B2AR arrestin ag | GALK inhibitor | FH mod
COc1ccc2c(c1)c1c(c(=O)n(-c3ccc(F)c(Cl)c3)c(=O)n1CC(N)=O)n2C | 1% | ? | 2% | 6% | -1% | -1% | -2%
Cc1cc(C)cc(C(=O)n2nc(C)c(S(=O)(=O)N3CCCCCC3)c2C)c1 | -2% | -14% | 8% | 8% | 0% | -1% | 3%
Cc1ccccc1NC(=O)Nc1cccs1 | 0% | 4% | ? | -5% | -1% | 6% | 1%
COc1ccc(NC(=O)NCCn2nnc3cc(S(=O)(=O)N(C)C)ccc32)cc1 | -8% | -5% | -4% | 9% | 0% | -1% | 6%
CCn1c(C(=O)NCc2cccc(Br)c2)cc2oc3ccccc3c21 | -1% | 14% | -20% | ? | 1% | 5% | ?
CCOc1ccccc1CNC(=O)C1CCN(C(=O)N2CC(CC)Oc3ccc(C)cc32)CC1 (configuration not stated) | 3% | 21% | -8% | -9% | 0% | -11% | -22%
Cc1cc(C)cc(NC(=O)CSc2nc3sc4c(c3c(=O)[nH]2)CCCC4)c1 | -2% | 14% | 3% | 16% | 0% | 2% | -24%
Cc1ccc(C)c(CSc2cn(CC(=O)N3CCCCCC3)c3ccccc23)c1 | 0% | 2% | 2% | -27% | -1% | 0% | -3%
CCCCC(=O)N(c1ccc2oc(C)c(C(C)=O)c2c1)S(=O)(=O)c1ccc(F)cc1C | 0% | 5% | 3% | 11% | 1% | 2% | -6%
CCOC(=O)c1c(NC(=O)Cc2coc3ccc(CC)cc23)sc2c1CCC2 | 6% | -3% | -13% | -3% | 0% | 8% | -10%
CCOc1ccccc1NC(=O)C(C)Sc1nc2c(c(=O)[nH]1)CCCC2 (configuration not stated) | -6% | 12% | 2% | -8% | -3% | -1% | ?
CCn1cc(C(=O)NCCc2ccc(C)cc2)c(=O)c2cc(S(=O)(=O)N(C)C)ccc21 | -7% | 14% | 4% | 9% | 0% | 0% | -23%
CCCCOc1ccccc1NC(=O)Cn1c(-c2cncs2)nc2ccccc21 | -7% | 0% | -21% | 2% | 0% | -2% | -3%
Cc1ccc(N2CCN(C(=O)c3c4c(nc5ccccc35)C(=O)N(C3CCCCC3)C4)CC2)c(C)c1 | -1% | 12% | 2% | -13% | -1% | 0% | -21%
CCOc1ccc(C2c3[nH]c4ccccc4c3CCN2C(=O)CCC2CCCC2)cc1 (configuration not stated) | -9% | 7% | ? | 4% | -1% | -3% | -18%
CCn1c(=O)c2sccc2n2c(CCC(=O)N3CCN(c4ccc(C(C)=O)cc4)CC3)nnc12 | 1% | 8% | 7% | -10% | -1% | 0% | 1%
COc1ccccc1C(=O)N1c2ccccc2C(C)(c2ccc(Cl)cc2)CC1(C)C (configuration not stated) | -2% | -1% | 55%[activator] | 17% | 0% | -5% | -10%
CCC(C(=O)NCc1ccccc1)n1nc(C)c2sc3ccccc3c2c1=O (configuration not stated) | 0% | -8% | 2% | -12% | -2% | 3% | -30%
O=C(CSc1oc(-c2ccco2)nc1S(=O)(=O)c1ccc(Cl)cc1)Nc1ccc(F)cc1 | 0% | -26% | 0% | 10% | 0% | -4% | -5%
CCn1c(=O)sc2cc(NC(=O)c3cccc(OC)c3)ccc21 | -2% | -8% | -5% | ? | 0% | 3% | -9%
CCc1ccccc1NC(=O)C1CCCN(C(=O)c2cnn(-c3ccccc3)c2-n2cccc2)C1 (configuration not stated) | 3% | 0% | 7% | -7% | 0% | -4% | -2%
COC(=O)c1ccc(N2C(=O)Cc3cc(OC)c(OC)cc3C2c2ccc(F)cc2)cc1 (configuration not stated) | -4% | . | 1% | -18% | 5% | -9% | .
COc1ccc(-c2nc3sc(CCNC(=O)C(=O)Nc4cc(C)cc(C)c4)c(C)n3n2)cc1 | 5% | 0% | 1% | 4% | -3% | 2% | -10%
CC(=O)c1ccc(N2CCN(S(=O)(=O)c3cc(-c4noc(C)n4)ccc3C)CC2)cc1 | 2% | 0% | -3% | 11% | -2% | 1% | -11%
COc1ccc2nc(NC(=O)c3ccc(S(=O)(=O)N4CCCC(C)C4)cc3)sc2c1 (configuration not stated) | 0% | 31%[activator] | -6% | -3% | -1% | 1% | -13%
CC(C)C1C(=O)Nc2ccc(S(=O)(=O)NCc3ccc(Cl)cc3)cc21 (configuration not stated) | -6% | -15% | 5% | 3% | 0% | -1% | -7%
CCS(=O)(=O)N1CC(=O)N(c2ccc(Cl)cc2)C(C)(C(=O)NC2CCCCC2)C1 (configuration not stated) | 1% | -9% | 4% | -5% | -1% | 5% | 1%
COc1cc(Cl)c(C)cc1NC(=O)c1ccc(CN2C(=O)CCn3nc(C)cc32)cc1 | -4% | -7% | -8% | 4% | -1% | 1% | -24%
